# Compound activity from PubChem.
# E coli growth – E. coli V3065 growth inhibition, primary screen, counter-screen for AddAB inhibitor project, absorbance, OD600. 0.27% of 330,000 active. inhibition, % at 11.9 µM. 18 h. AID 449728, 2010;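 active = inhibition above the campaign's mean inhibition across all tested compounds plus 3 SD, cut at about 9.9% in these data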;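 note: uninfected addAB+ strain grown without phage in ampicillin broth; 0% = DMSO wells and 100% = ciprofloxacin 0.95 µg/ml wells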
# HTR5A ag ctr – HTR5A agonists in luminescence cell assay, primary screen, counter-screen for OPRM1-OPRD1 heterodimer agonist project, full-deck HTS. 5-hydroxytryptamine receptor 5A (Homo sapiens), P47898. cell-based. 0.61% of 340,000 active. activation, % at 9.3 µM; in the data active = activation mostly above about 9.5%, no sharp cut-off; inactive = mostly below about 7.6%;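 note: 0% = cells with vehicle only and 100% = reference agonist; strong numbers were not always called active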
# Target sequence (P47898 whole entry, looked up): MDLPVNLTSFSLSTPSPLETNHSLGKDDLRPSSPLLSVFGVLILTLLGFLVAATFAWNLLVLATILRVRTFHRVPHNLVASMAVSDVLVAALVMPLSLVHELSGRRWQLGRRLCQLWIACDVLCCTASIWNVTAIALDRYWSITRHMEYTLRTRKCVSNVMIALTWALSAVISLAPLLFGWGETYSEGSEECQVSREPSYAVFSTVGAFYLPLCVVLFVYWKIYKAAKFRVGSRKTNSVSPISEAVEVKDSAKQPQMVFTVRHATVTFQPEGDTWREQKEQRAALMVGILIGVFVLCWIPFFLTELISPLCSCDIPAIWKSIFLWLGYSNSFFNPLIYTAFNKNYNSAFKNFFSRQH
# phage Ecoli inh – growth loss of phage-infected E. coli, primary screen, RecBCD inhibitor project, absorbance, with phage, HTS. inhibition, % at 11.9 µM. 0.26% of 360,000 active. AID 651602, 2012; in the data active = inhibition above about 11%
# AddAB inh – growth inhibition of E. coli expressing H. pylori AddAB, primary screen, AddAB inhibitor project, absorbance | inhibition, % at 11.9 µM | 0.29% of 330,000 active | AID 435030, 2010; in the data active = inhibition above about 12%;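 note: 0% = vehicle wells of infected cells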
# CDK5 p35 inh – inhibitors of human CDK5/p35 kinase, primary screen, biochemical, single concentration. Recombinant CDK5/p35, ADP-Glo luminescence, 60 min. inhibition, % at 10 µM. 0.01% of 330,000 active. AID 488839, 2010;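 active = highest replicate inhibition of at least 50% and at least 75% of replicates reaching 50%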;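 note: plate controls were DMSO neutral control for no effect and GW8510 at 10 µM for full effect; many of its hits are not listed in these tables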
# PKA-R2B activ – activators of PKA-R2B holoenzyme, primary screen, biochemical, fluorescence polarization, Cy5-IP20, human. cAMP-dependent protein kinase catalytic subunit beta (Homo sapiens) + cAMP-dependent …. PKA-R2B holoenzyme dissociation; R2B truncated from residue 108, S112A mutant; 0% DMSO only, 100% 113 µM cGMP. activation, % at 11.4 µM. 0.079% of 340,000 active. AID 504700, 2011;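 active = activation above a cutoff set at the mean over all compounds plus 3 SD, cut at about 18% in these data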;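 note: higher means more holoenzyme dissociation and a rise in polarization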
# Target sequence (P31323 whole entry, looked up, other chains not shown, the tested form may be a part): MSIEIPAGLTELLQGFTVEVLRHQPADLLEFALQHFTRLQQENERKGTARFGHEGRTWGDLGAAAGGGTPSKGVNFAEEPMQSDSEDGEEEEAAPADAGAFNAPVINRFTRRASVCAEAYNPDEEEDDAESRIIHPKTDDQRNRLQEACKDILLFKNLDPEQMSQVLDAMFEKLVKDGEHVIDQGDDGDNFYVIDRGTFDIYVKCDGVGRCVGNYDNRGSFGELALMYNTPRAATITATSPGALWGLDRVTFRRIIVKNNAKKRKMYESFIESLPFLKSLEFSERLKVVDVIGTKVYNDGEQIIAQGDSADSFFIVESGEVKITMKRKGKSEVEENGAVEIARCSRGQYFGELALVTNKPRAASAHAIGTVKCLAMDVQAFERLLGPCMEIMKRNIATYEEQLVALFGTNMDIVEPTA
# SUMO Mot1 rescue – yeast Mot1-301 growth rescue at high temperature, primary screen, SUMOylation pathway inhibitor project, S. cerevisiae, ATP luminescence, 38.5C; S. cerevisiae Mot1-301 growth rescue; percent above DMSO median, 100 means doubled; growth rescue, % at 18.8 µM; 1% of 320,000 active;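 active = every valid replicate shows activation above 250% relative to neutral control wells; inactive = the rest, any valid replicate at or below 250%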;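 note: OY570 slx delta 5 strain wells were the positive control but not used for scaling; some compounds called inactive have numbers as strong as hits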
# Tat transport – E. coli Tat export inhibitors, primary screen, MC4100, TorA-mCherry reporter, fluorescence, single point. AID 488895, 2010. 0.036% of 340,000 active. inhibition, % at 10 µM;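 active = mean replicate inhibition at least 50% and at least half of replicates individually reaching 50%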;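 note: exported cargo escapes ClpAP degradation while cytoplasmic cargo is degraded and loses fluorescence; 0% = median of neutral control wells and 100% = median of NaSCN control wells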
# DAGLB inh – DAGLB lipase inhibitors, primary screen, biochemical, fluorescence, HTS; Diacylglycerol lipase-beta (Homo sapiens), Q8NCG7; HEK293T DAGLB membrane lysate, EnzChek fluorogenic substrate; inhibition, % at 5.17 µM; 0.059% of 340,000 active; AID 504411, 2011; in the data active = inhibition above about 34%;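 note: 0% = enzyme with vehicle and 100% = wells lacking enzyme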
# PKA-R1A act – activators of PKA-R1A holoenzyme, primary screen, biochemical, fluorescence polarization, Cy5-IP20, bovine R1A, mouse PKAc | PKA-R1A dissociation; scaled: DMSO 0%, 113 µM cGMP 100% | 0.083% of 340,000 active | cAMP-dependent protein kinase type I-alpha regulatory subunit (Bos taurus) + … | activation, % at 11.4 µM;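 active = percent activation above the mean of all tested compounds plus 3 SD, cut at about 19% in these data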;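 note: higher means more PKAc released from R1A so a rise in polarization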
# HTR5A inv ctr – HTR5A inverse agonists in luminescence cell assay, primary screen, counter-screen for OPRM1-OPRD1 heterodimer inverse agonist project, full-deck HTS; inhibition, % at 9.3 µM; 5-hydroxytryptamine receptor 5A (Homo sapiens), P47898; 0.083% of 340,000 active; HTR5A cell line, inverse agonism; in the data active = inhibition mostly above about 23%, no sharp cut-off; inactive = mostly below about 18%;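 note: 0% = cells with DMSO and 100% = no-cell wells with DMSO; some compounds called inactive have numbers as strong as hits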
# An asterisk follows results filed as active; i = inactive; / = not tested or not shown; & = joins results of further samples.
SMILES,E coli growth,HTR5A ag ctr,phage Ecoli inh,AddAB inh,CDK5 p35 inh,PKA-R2B activ,SUMO Mot1 rescue,Tat transport,DAGLB inh,PKA-R1A act,HTR5A inv ctr
CC(=O)c1ccc(OCCCC(=O)Nc2ccc(S(=O)(=O)N3CCOCC3)cc2)cc1,0.8,1.8,3.7,0.5,1.4,-6.6,11.7,-7.2,-0.1,-1.9,-5.0
CCn1c(C)cc(C(=O)CSc2nnnn2C2CCCC2)c1C,-1.1,-6.7,1.2,-1.1,-0.6,-4.5,-15.3,5.0,-5.0,-5.8,-6.6
COc1ccc2nc(SCC(=O)NC3CCCc4ccccc43)[nH]c2c1 (stereo not given),0.9,6.3,4.2,2.9,-0.1,-5.9,90.9,3.7,2.2,-3.0,-15.9
COc1cc(C(=O)NCC(=O)NCC2COc3ccccc3O2)cc(OC)c1OC (stereo not given),-0.2,4.7,-1.2,-1.0,-1.1,-2.2,-14.9,2.9,-0.2,0.8,-14.2
NCCS(=O)(=O)NC1CCCCC1,1.3,1.6,5.7,0.9,0.3,-4.4,112.5,-2.8,0.0,-5.8,-4.6
NC(=O)c1ccc(-n2nc(C(F)(F)F)c3c2CCCC3)cc1,-3.2,0.9,1.6,2.1,1.8,-12.0,38.5,-4.8,1.0,-2.1,-15.1
Cc1ccc(NC(=O)c2nc[nH]c2C(=O)N[C@H](C)c2ccccc2)cc1,-3.1,2.1,2.2,-1.0,-1.7,-2.5,3.8,21.8,-2.3,-7.1,10.0
CCc1cccc(NC(=O)C2CCCN2S(=O)(=O)c2ccc3c(c2)CC(C)N3C(C)=O)c1 (stereo not given),2.1,1.7,1.5,4.8,0.6,-0.3,-0.8,2.7,0.5,-4.0,-4.8
CCOC(=O)C1(Cc2ccc(Cl)cc2)CCN(C(=O)c2ccoc2)CC1,0.4,-3.0,1.3,1.0,-1.9,-4.1,201.2,3.1,-1.9,4.0,5.4
CCn1c(CC(C)C)n[nH]c1=S,2.1,4.1,3.0,2.8,0.7,-11.1,3.2,-11.9,-1.1,2.4,2.2
Cc1cccc(NC(=O)c2ccc(NCCc3ccccc3)c([N+](=O)[O-])c2)c1,2.8,1.2,6.1,1.6,2.7,-4.8,3.0,2.2,-2.5,-11.5,-3.1
COc1ccc2c(CC(=O)Nc3ncc(C)s3)coc2c1,1.1,0.6,2.8,-0.3,-0.2,-0.5,/,-9.1,-1.0,-3.8,-1.4
COc1ccc(CN(C(=O)c2cccs2)c2nccs2)cc1OC,-2.1,1.9,0.4,1.6,-0.6,-3.6,-15.4,-1.9,-1.1,-6.0,19.2
CN(C)S(=O)(=O)c1cccc(CNCC2COc3ccccc3O2)c1 (stereo not given),-0.7,3.3,-1.4,-1.4,0.5,4.2,3.1,1.4,-0.5,-5.0,-12.2
O=C(CN1CCOCC1)NN=C(c1ccccc1)c1ccccc1,-0.8,1.3,3.9,-0.7,-2.7,0.1,2.6,-0.7,0.1,7.9,-3.8
Cc1ccsc1/C=N/NC(=O)CNC(=O)c1ccccc1,-2.1,-1.0,-0.3,2.4,-2.4,-0.5,-12.4,-6.8,-2.7,-7.0,3.6
CC(C)CC(=O)Nc1cccc(-c2nc3ccccc3o2)c1,0.3,-4.9,2.3,1.8,-2.3,2.0,9.3,5.4,-6.1,-6.6,11.6
COc1ccc(C(=O)NCC2(c3ccc(OC)c(OC)c3)CCCC2)c(OC)c1,-2.5,-2.1,-3.0,-2.6,0.0,-10.1,33.2,4.5,-2.5,-1.5,7.1
COc1ccc(C)cc1Nc1nc(C)nc2c1oc1ccccc12,-0.7,1.9,0.3,-1.1,-0.6,8.9,19.6,4.8,-9.2,-2.4,-6.8
CC(=O)N1CCOc2ccc(S(=O)(=O)N3CC(C)CC(C)C3)cc21 (stereo not given),-0.3,-3.5,1.6,4.7,-0.2,5.3,-1.9,-7.6,-0.1,4.8,-9.6
COc1ccc(NC(=O)c2cccs2)cc1,-0.7,2.3,1.4,3.6,0.0,8.9,6.4,-2.4,0.2,11.6,-6.5
CN1CCCN(S(=O)(=O)c2ccc3ccccc3c2)CC1,0.8,1.8,1.0,2.4,-4.8,-4.3,-5.6,-8.9,-1.8,-2.6,-5.0
CCc1nn(CCCN2CCN(c3cccc(Cl)c3)CC2)c(=O)n1CCOc1ccccc1,-1.5&-0.9,5.4&-1.3,3.5&3.8,-0.9&-3.2,0.4&-3.7,6.8&3.8,5.3&16.4,2.9&8.3,0.5&1.5,1.8&-0.2,-21.5&-28.5
CCn1c(CNC(=O)c2ccccc2F)nnc1SCC(=O)Nc1nncs1,0.1,-1.2,1.6,2.4,1.4,6.2,-4.2,-0.8,-0.3,0.7,2.9
CC1CC(N(C(=O)c2ccco2)c2ccccc2)c2ccccc2N1 (stereo not given),-0.7,-1.4,-0.5,-0.2,-0.8,-5.0,-3.4,2.3,1.2,2.5,24.5

# (cont.)
SMILES,E coli growth,HTR5A ag ctr,phage Ecoli inh,AddAB inh,CDK5 p35 inh,PKA-R2B activ,SUMO Mot1 rescue,Tat transport,DAGLB inh,PKA-R1A act,HTR5A inv ctr
CN(C)C(=O)c1cc2cc(Br)ccc2s1,0.1,0.4,2.1,0.8,-0.1,-0.1,-8.7,-1.5,-0.1,0.8,-1.1
COCC(C)n1c(COc2ccccc2F)nnc1SCc1c(C)noc1C (stereo not given),-3.9,1.1,3.3,2.4,-0.4,3.4,-10.8,2.3,-1.7,-1.6,8.6
CC1CCC(C(C)C)C(OC(=O)C[n+]2cc(-c3ccc(Cl)cc3)n3c2CCC3)C1 (stereo not given),-0.1,7.6,1.5,1.7,-3.7,-7.1,-21.9,12.7,3.9,-5.7,-8.9
O=C(c1ccc([N+](=O)[O-])o1)N1CCOCC1,11.3*,-3.2,10.9,16.9*,-0.1,7.2,-6.5,-12.7,0.2,-3.8,6.9
COc1ccc(NC(=O)/C=C/c2cccc(Br)c2)cn1,0.8,2.0,2.5,2.7,-0.3,-1.6,19.2,-1.4,-7.3,1.4,-5.0
NC(=O)CC(NC(=O)c1ccccc1)c1ccc(N2CCc3ccccc3C2)c([N+](=O)[O-])c1 (stereo not given),-2.7,-3.9,1.4,3.2,-1.3,-9.5,-2.8,-4.0,5.3,7.4,-10.8
OCCC1CN(Cc2cc(F)ccc2F)CCN1CCCc1ccccc1 (stereo not given),1.3,3.2,1.4,3.1,0.3,-4.1,-12.1,-8.6,-6.1,-4.5,-11.8
O=C(Nc1ccc(N2CCOCC2)cc1)C1CCN(S(=O)(=O)c2ccccc2F)CC1,-1.3,-0.4,-1.2,-1.5,0.0,-3.1,7.5,3.9,-4.2,-7.0,-0.4
CCOc1ccc(OCCCCN2CCCC2)cc1,3.3,-5.7,-2.4,1.0,-1.1,1.3,/,-8.4,0.0,7.0,8.6
CC(=O)OCn1ncc(N2CCOCC2)c(Br)c1=O,-1.0,0.4,3.6,2.7,0.2,3.2,-6.9,-9.4,-0.7,-2.8,-1.4
CC(C)c1nc2sc3c(SCC(N)=O)ncnc3c2c2c1CCC2,-1.0,-4.0,2.1,-11.9,-0.5,0.3,1.2,6.1,-0.8,-2.5,9.7
CN(C)c1ccc(/C=N/NC(=O)CN(c2cccc(Cl)c2)S(C)(=O)=O)cc1Br,-1.4,5.4,0.9,1.5,0.6,-6.1,-9.5,4.3,1.9,-3.3,10.4
Cc1nn(Cc2ccccc2)c(Cl)c1/C=C/C(=O)OC(C)C(=O)N1CCCC1 (stereo not given),2.4,2.4,3.0,-1.2,-0.3,-15.3,2.3,17.4,1.2,-3.4,-6.8
CCCS(=O)(=O)N1CCN(Cc2ccc([N+](=O)[O-])cc2)CC1,1.4,-3.5,2.8,4.4,1.4,2.4,i,0.0,2.7,1.4,7.3
COc1ccc(CC(=O)OCC(=O)N2CCc3ccccc32)cc1OC,0.0,1.1,1.6,2.1,1.4,-0.4,/,-9.6,-0.8,-0.7,-2.7
CCOc1ccc(Nc2oc(-c3ccc(Cl)cc3)nc2C#N)cc1,-1.2,3.3,2.2,0.1,-2.7,-7.3,-4.1,4.3,0.0,-5.2,-6.0
COc1ccc(N2C(=O)CC(Nc3ccc(C)cc3)C2=O)cc1 (stereo not given),0.1,2.7,2.3,-1.5,1.0,-5.3,/,-6.2,1.0,2.7,-6.9
CCCCN1C(=O)C2(OCCCO2)c2cccc(C)c21,0.1,-2.8,2.7,-3.8,0.6,5.4,10.3,-4.8,-3.0,2.8,10.4
CCCCOP(=O)(c1ccc(N(C)C)cc1)C(O)c1cc(OC)c(OC)c(OC)c1 (stereo not given),-1.5,1.0,-0.3,1.3,3.7,4.9,4.4,-5.4,-2.5,9.4,-17.6
Cc1ccccc1C1c2[nH]c3ccccc3c2CCN1C(=O)c1ccc(=O)n(C)n1 (stereo not given),-2.7,2.0,1.4,1.4,-6.1,-7.5,-7.9,3.3,5.5,-6.4,-4.9
CS(=O)(=O)N(CC(=O)Nc1c(F)cccc1F)Cc1ccccc1,-1.3,0.4,-0.3,-0.3,0.4,-8.8,7.2,2.7,-2.5,-13.2,-1.6
COc1ccc(NC(=O)c2nc[nH]c2C(=O)NCc2ccccc2)cc1,-2.1,-1.9,4.5,-0.4,2.9,-6.4,9.4,-5.7,1.0,4.2,-12.1
O=C(O)c1ccn2c(C(=O)c3ccccc3)c(-c3ccccc3)cc2c1,0.7,5.1,-0.3,-0.4,-2.1,6.3,14.1,-11.0,1.4,-8.5,-13.2
Cc1nn(CC(=O)Nc2sc3c(c2C#N)CCC(C(C)(C)C)C3)c(C)c1[N+](=O)[O-] (stereo not given),-1.3,-0.7,2.0,2.6,-1.8,2.4,263.4,1.2,1.6,-4.1,-8.6
CCOC(=O)c1ccc(NC(=O)CCCN2C(=O)NC3(CCCC3)C2=O)cc1,1.6,-0.7,3.3,-0.8,0.0,-1.6,-4.3,-18.1,-0.3,-6.0,2.7
CO/N=C\c1cc(C(=O)c2ccc(Cl)cc2Cl)cn1C,2.5,/,5.5,1.9,-0.6,/,-17.2,-3.8,/,/,/
CCC[C@@H](CN1CCC[C@H]1CN1C(N)=NC[C@@H]1Cc1ccccc1)N1C[C@@H](Cc2ccccc2)N(CCc2ccc(Cl)c(Cl)c2)C1=N,3.1,-7.8,4.2,2.4,2.4,1.1,13.3,2.5,6.9,4.2,5.5
